FadD28 binding – blocks FadD28 binding to the bisubstrate probe; inhibition, % at 12.5 µM; fluorescence polarization; hit rate 0.22% among 360,000; AID 588549; in the data active means inhibition above about 8.5%, passing the limit was not always enough; inconclusive means no clear call, values can overlap the other calls
FBA Mtb inh – inhibitors of M. tuberculosis fructose-bisphosphate aldolase. AID 588726. inhibition, % at 1 µM. P9WQA3. purified M. tuberculosis FBA, fluorescence read-out. hit rate 2.3% among 360,000; in the data active means inhibition above about 27%;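 further: 0% = vehicle and 100% = reference inhibitor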
BioA inh – inhibitors of Mycobacterium tuberculosis BioA enzyme | purified M. tuberculosis BioA enzyme, plate reader | inhibition, % at 9.99 µM | hit rate 0.096% among 360,000; in the data active means inhibition above about 40%; inconclusive means no clear call, values can overlap the other calls
VHR inh abs – DUSP3 (human) phosphatase inhibition; P51452; recombinant VHR phosphatase, pNPP absorbance; inhibition, % at 13.3 µM; hit rate 0.52% among 290,000; AID 1654; in the data active means inhibition above about 50%; further: some compounds called inactive have numbers as strong as hits
GDH-TPI counter – GDH-TPI coupled enzyme inhibition counter-screen; GDH-TPI coupled enzyme counterscreen, NADH absorbance; inhibition, % at 4.8 µM; hit rate 1.2% among 360,000; AID 588335;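 further: 0% = DMSO wells and 100% = wells lacking the enzyme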
Mtb UGM inh – blocks M. tuberculosis UGM enzyme | P9WIQ1 | purified UGM, fluorescence polarization probe displacement | inhibition, % at 10 µM | hit rate 0.06% among 320,000 | AID 504406; in the data active means inhibition above about 10%, passing the limit was not always enough; inconclusive means no clear call, values can overlap the other calls
Target sequence (P9WIQ1 whole entry, looked up): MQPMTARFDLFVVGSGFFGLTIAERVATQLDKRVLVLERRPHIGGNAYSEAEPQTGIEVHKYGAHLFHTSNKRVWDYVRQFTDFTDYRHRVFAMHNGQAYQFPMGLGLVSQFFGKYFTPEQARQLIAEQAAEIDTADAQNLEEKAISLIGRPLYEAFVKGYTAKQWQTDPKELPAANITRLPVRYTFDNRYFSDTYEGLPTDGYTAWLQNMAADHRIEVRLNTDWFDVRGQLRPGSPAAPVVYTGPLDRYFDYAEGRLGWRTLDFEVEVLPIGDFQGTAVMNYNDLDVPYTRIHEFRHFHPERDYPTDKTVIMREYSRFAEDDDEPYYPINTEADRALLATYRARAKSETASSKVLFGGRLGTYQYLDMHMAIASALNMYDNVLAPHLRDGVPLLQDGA
CCHF vOTU inh – blocks the CCHF virus ovarian tumor domain protease. CCHFV vOTU protease, Pep-AMC fluorescence. inhibition, % at 11.5 µM. hit rate 0.55% among 370,000. AID 651958; further: 0% = vehicle wells with enzyme and 100% = no enzyme wells
Rv3671c inh – Rv3671c (M. tuberculosis) protease inhibition. P9WHR9. inhibition, % at 5.96 µM. hit rate 0.048% among 320,000; in the data active means inhibition above about 38%;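 further: extracellular domain of Rv3671c used as enzyme; 0% = enzyme with DMSO and 100% = no enzyme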
Target sequence (P9WHR9 whole entry, looked up, the tested form may be a part): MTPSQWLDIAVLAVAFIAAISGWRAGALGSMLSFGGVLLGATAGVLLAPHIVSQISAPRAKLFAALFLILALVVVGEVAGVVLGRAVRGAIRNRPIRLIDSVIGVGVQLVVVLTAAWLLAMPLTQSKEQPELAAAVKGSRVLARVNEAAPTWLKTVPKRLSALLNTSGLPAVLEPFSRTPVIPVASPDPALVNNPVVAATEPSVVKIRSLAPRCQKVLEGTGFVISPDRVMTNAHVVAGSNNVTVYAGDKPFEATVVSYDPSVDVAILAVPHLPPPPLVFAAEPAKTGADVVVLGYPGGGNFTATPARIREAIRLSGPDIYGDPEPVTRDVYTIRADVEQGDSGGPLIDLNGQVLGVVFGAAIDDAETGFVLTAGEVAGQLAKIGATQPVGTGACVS
MazEF act – MazEF (E. coli) toxin RNase activation. AID 504720. FAM/BHQ RNA-DNA oligo cleavage fluorescence, 5 h. activation, % at 20 µM. hit rate 0.32% among 350,000; in the data active means activation above about 50%
Target sequence (P0AE70 whole entry, looked up): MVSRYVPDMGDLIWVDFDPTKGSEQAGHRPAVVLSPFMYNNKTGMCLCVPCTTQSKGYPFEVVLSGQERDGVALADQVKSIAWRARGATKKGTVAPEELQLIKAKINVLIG
BoNT-F LC inh – BoNT F light chain protease inhibition | Multiplex microsphere protease cleavage assay, flow cytometry | inhibition, % at 10 µM | hit rate 0.22% among 360,000; in the data active means inhibition above about 35%, passing the limit was not always enough; inconclusive means no clear call, values can overlap the other calls; further: plate controls were buffer without enzyme for full effect and enzyme alone for no effect
* hit, by the source's call; ? = inconclusive; nt = not tested or not shown; & = joins results of further samples. Unless noted, no stated cut-off is given here; in the data, active means inhibition above about 30%; inactive means the rest.

The line under a structure holds: Mtb UGM inh, VHR inh abs, GDH-TPI counter, Rv3671c inh, FBA Mtb inh, BoNT-F LC inh, BioA inh, MazEF act, CCHF vOTU inh, FadD28 binding
COC(=O)C1=C(C)N(c2ccc(C)c(C)c2)/C(=C/c2ccco2)C1=O
  0.0, 18, 9, -1, -1, 0, nt, 5, nt, -3.4
CCCCN(CC)C(=O)c1ccc2c(c1)OCO2
  1.1, -5, 13, 4, 0, -5, nt, 0, -2, -3.6
COc1cc(C(=O)NC(=S)NCc2ccncc2)cc(OC)c1OC
  nt, nt, 1, nt, 4, -1, -1.1, 1, -3, 0.1
CS(=O)(=O)N(Cc1ccccc1)c1ccc(C(=O)N2CCOCC2)cc1
  0.1, -14, 5, -6, 3, -9, 0.5, 2, 3, -4.0
O=C(NCC(=O)N(c1ccccc1)C(C(=O)NC1CCCC1)c1cccnc1)c1ccco1 (configuration not stated)
  2.4, 18, -9, -4, -8, ?, -1.4, 5, 19, -3.0
CC1(C)Cc2c(cnn2-c2ccccc2)C(=O)/C1=N\NC(=O)c1ccccc1
  0.8, 26, 0, -3, 1, -6, 4.2, 2, 7, -3.8
CC1CCCC(C)N1CC(O)COCc1ccccc1 (configuration not stated)
  3.1, 5, -3, -3, 1, -3, -0.5, -3, 0, 1.4
Cn1c(=NCC(O)COc2ccccc2)sc2ccccc21 (configuration not stated)
  0.3, 41, -2, -1, -1, 2, 4.9, -10, 22, 0.1
CO/N=C/C1C(=O)NN=C1c1ccccc1 (configuration not stated)
  0.8, 5, -4, 0, -1, -5, nt, 3, 1, -0.2
COc1ccc(/C=N\NC(=O)/C(=C\Nc2nccc(C)n2)NC(=O)c2ccccc2)cc1
  0.3, -17, 63*, 7, 0, -8, 2.1, 3, 11, -4.9
Cc1ccc(O)c(C(CC(=O)NC(C)C)c2ccccc2)c1 (configuration not stated)
  -4.4, 21, 5, 4, 0, 2, -0.5, -19, -13, -2.1
CC(C)Nc1nc2nonc2nc1Nc1ccccc1
  0.2, 9, 14, -8, -7, ?, 1.3, 6, -5, -3.5
O=C(Nc1ccc2c(c1)CCCN2C(=O)c1cccs1)c1c(F)cccc1Cl
  -2.0, 14, 24, 8, 99*, 5, -1.2, 6, 24, -2.5
CCc1nc2sc3c(=O)[nH]cnc3c2c2c1CSC(C)(C)C2
  0.3, -17, 22, 5, 12, -8, -1.8, 2, -11, -3.7
COc1ccc(S(=O)(=O)Nc2cccc3c2O[C@H](CN(C)C(=O)Nc2ccc(C(F)(F)F)cc2)[C@@H](C)CN([C@H](C)CO)C3=O)cc1
  -2.4, nt, 5, -12, 0, -4, 1.2&0.2, 3, 22, -7.2
COc1ccc(Cl)cc1NC(=S)N1CCN(c2ncccn2)CC1
  -0.9, -6, 1, 7, -2, 6, nt, -7, 7, -4.4
Cc1ccc(/C=N/N2C(=O)C3C(C2=O)C2C=CC3C23CC3)o1 (configuration not stated)
  2.1, -1, 11, 0, 4, -19, -1.1, -2, 2, -0.1
COc1ccc(-c2ocnc2C(=O)Nc2ccccc2N2CCCCC2)cc1
  2.6, 39, -3, -7, 6, 11, -0.5, -1, 0, -3.1
COc1ccc(/C=N\NC(=O)COc2ccc(C(C)(C)C)cc2)cc1Cn1nc(C)cc1C
  -1.8, 21, 12, -3, 6, 0, -1.7, -3, 4, -1.8
Cc1onc(-c2ccccc2Cl)c1C(=O)N1CCN=C1SCc1cccnc1
  -0.8, 4, 11, 5, 1, 3, -0.1, 4, 2, 0.1
O=C(c1ccc(CS(=O)(=O)c2ccccc2)o1)N1CCOCC1
  0.8, 17, 13, -2, 2, -2, -1.7, 5, -6, 0.8
CN(C)CCN(C(=O)C1=COCCO1)c1nc2ccc(F)cc2s1
  0.4, 10, 0, 1, 1, 14, -3.2, -8, 5, -0.8
COC(=O)c1[nH]c(=O)c2ccccc2c1O
  2.7, -5, 18, -29, 4, 14, -1.3, 5, nt, -2.5
CCOc1ccc(S(=O)(=O)Nc2cc(S(=O)(=O)N(CC)CC)ccc2N2CCCC2)cc1
  1.0, 0, 11, 4, 3, -8, nt, -97, 10, -0.3
Cc1ccc(CNC(=O)CN(C)C2=NS(=O)(=O)c3ccccc32)cc1
  -0.3, nt, 4, 1, 5, -4, nt, 3, 22, -2.3
COc1cc(/C=C2/SC(=S)N(Cc3ccccc3)C2=O)cc(Cl)c1O
  -12, -7, 4, -105, -5, -2, -2.4, -84, -12, -1.5
CCOc1ccc(NC(=O)Cc2nnc(SCC(=O)N3CCOCC3)n2C)cc1
  3.4, -2, 6, 6, 3, 3, -1.9, 0, 8, 0.0
COc1ccc(C(=O)NCCNC(=O)c2ccccn2)cc1
  -0.5, -8, -2, -3, 4, -1, -5.2, -7, -3, 0.9
O=C(CCc1nc(-c2ccccc2)no1)Nc1cc(C(F)(F)F)ccc1Cl
  0.0, 5, -5, -3, -2, 16, 0.2, -4, 9, -4.3
Cc1ccccc1S(=O)(=O)N1C[C@H]2CON(C)[C@H]2C[C@H]1c1cccc(Br)c1
  nt, nt, 0, nt, -1, -5, 2.3, -7, 2, -4.2
Oc1c(Cl)cc(Oc2cc(Cl)c(O)c(CN3CCOCC3)c2)cc1CN1CCOCC1
  nt, nt, 7, nt, -1, -8, 2.2, 10, 5, -2.4
Cc1[nH]c2ccc(C(=O)OC(C)C(=O)NC3CCCCC3C)cc2c1C (configuration not stated)
  1.9, nt, -2, -6, 1, nt, -0.1, 5, 11, -0.6
O=C(O)C/C(=C\c1cc2c(cc1Br)OCO2)c1nc2ccccc2s1
  0.0, -3, 27, 2, -3, -25, 1.5, -25, 18, -5.3
COC(=O)CNc1cc(S(=O)(=O)N2CCCCC2)ccc1Oc1cccc(C)c1
  4.4, 5, -4, 14, 1, -4, -0.5, -12, 5, nt
Cc1cccc(Oc2ncc(-c3ccc(Cl)cc3)cn2)c1C
  -6.3, -2, -7, -2, 0, -14, 5.9, 13, 8, -2.6
CC(C)(C)C(=O)Nc1ccc(N2CCN(c3ccc(C(F)(F)F)cn3)CC2)nc1
  -2.9, 32, 4, 0, 1, -1, nt, 8, -11, -5.4
COc1ccc(C(C)=O)cc1CN(c1ccccc1OC)S(=O)(=O)c1cccs1
  -0.1, 7, 1, 6, -5, -3, -0.5, -3, 4, -1.7
Cc1ccc(NC(=O)CNC(=O)c2ccco2)c(Cl)c1
  -2.6, -13, 4, 7, 1, -4, -1.0, 1, 8, 0.1
Cc1ccc(Sc2ncccc2C(=O)O)c(C)c1
  -0.6, -4, -2, -8, 7, -1, 0.4, -5, -14, -1.5
Cc1ccc(C(=O)N/C(=C\c2cccc([N+](=O)[O-])c2)C(=O)Nc2cccc(C(=O)O)c2)cc1
  -0.7, 6, 2, 1, 0, -4, -2.6, -5, -3, -3.7
O=C(Nc1ccccc1F)c1ccc2sc([C@H]3C[C@H](O)[C@@H](CO)O3)nc2c1
  nt, nt, 5, nt, -3, -1, -0.2, nt, -3, -2.4
O=C(O)c1ccc(NC(=S)NC(=O)c2cccc(COc3ccccc3)c2)cc1
  -3.4, 15, -6, -52, -4, -2, nt, -2, 12, -24
S=C1NC[C@H](Cc2ccccc2)N1CC1CCN(CCCC2CCCC2)CC1
  nt, nt, 18, nt, 3, -10, 2.2, 0, 0, -6.0
Cc1nc(N2CCN(c3ccccc3)CC2)nc2c1C(=O)CCC2
  -0.2, 0, 8, -4, 1, 0, 0.7, -3, -6, -0.1
O=C(Nc1ccn(CCCNCCc2ccccn2)c(=O)n1)OCc1ccccc1
  nt, nt, 6, nt, 3, -5, -2.3, 7, 8, -1.7
COc1ccc(Cl)cc1S(=O)(=O)N1CCCC(C(=O)NCc2ccncc2)C1 (configuration not stated)
  -2.3, 8, 6, -8, -1, nt, 0.9, -1, -6, -1.7
Cc1cccc(C)c1NC(=O)NN1C(C)CCCC1C (configuration not stated)
  1.3, -12, 5, 6, 1, 2, nt, 3, -6, 2.2
CC(C)NC(=O)c1ccc2c(c1)N(CC(=O)N1CCCC1)C(=O)C(C)(C)O2
  -1.1, 11, -17, -2, -3, ?, 0.0, 6, -11, -4.4
Cc1cc(C)nc(NC2=NCCN2C(=S)Nc2ccc(C)c(C)c2)n1
  -1.7, 27, 10, -2, 6, nt, nt, 27, -12, -1.4
Cn1c(SCC(=O)N2CCOCC2)nnc1-c1ccccc1
  2.5, -16, 4, -1, 3, -2, 0.7, 2, 9, -0.3
O=C(Cc1ccc(S(=O)(=O)N2CCCC2)s1)N1CCOCC1
  -0.1, 32, -7, 1, 2, -4, -2.1, 2, 0, -2.8
Cc1ccc2nc(SC(C)C(=O)Nc3cccc([N+](=O)[O-])c3)[nH]c2c1 (configuration not stated)
  -1.2, 24, 12, -10, 0, -11, 0.3, -1, -11, -1.1

In the list so far, these contain a Cl atom.
The line under a structure holds: Mtb UGM inh, VHR inh abs, GDH-TPI counter, Rv3671c inh, FBA Mtb inh, BoNT-F LC inh, BioA inh, MazEF act, CCHF vOTU inh, FadD28 binding
O=C(Nc1ccc2c(c1)CCCN2C(=O)c1cccs1)c1c(F)cccc1Cl
  -2.0, 14, 24, 8, 99*, 5, -1.2, 6, 24, -2.5
COc1ccc(Cl)cc1NC(=S)N1CCN(c2ncccn2)CC1
  -0.9, -6, 1, 7, -2, 6, nt, -7, 7, -4.4
Cc1onc(-c2ccccc2Cl)c1C(=O)N1CCN=C1SCc1cccnc1
  -0.8, 4, 11, 5, 1, 3, -0.1, 4, 2, 0.1
COc1cc(/C=C2/SC(=S)N(Cc3ccccc3)C2=O)cc(Cl)c1O
  -12, -7, 4, -105, -5, -2, -2.4, -84, -12, -1.5
O=C(CCc1nc(-c2ccccc2)no1)Nc1cc(C(F)(F)F)ccc1Cl
  0.0, 5, -5, -3, -2, 16, 0.2, -4, 9, -4.3
Oc1c(Cl)cc(Oc2cc(Cl)c(O)c(CN3CCOCC3)c2)cc1CN1CCOCC1
  nt, nt, 7, nt, -1, -8, 2.2, 10, 5, -2.4
Cc1cccc(Oc2ncc(-c3ccc(Cl)cc3)cn2)c1C
  -6.3, -2, -7, -2, 0, -14, 5.9, 13, 8, -2.6
Cc1ccc(NC(=O)CNC(=O)c2ccco2)c(Cl)c1
  -2.6, -13, 4, 7, 1, -4, -1.0, 1, 8, 0.1
COc1ccc(Cl)cc1S(=O)(=O)N1CCCC(C(=O)NCc2ccncc2)C1 (configuration not stated)
  -2.3, 8, 6, -8, -1, nt, 0.9, -1, -6, -1.7

Source: PubChem

Compounds as they come; about 4.9% have a hit in one of these screens.
